Source: PubChem (several laboratories)
CHT inh: inhibits the human high affinity choline transporter | Q9GZV3 | CHT-expressing cells, membrane potential dye, choline response; active compounds read low | B-score at 10 µM | actives 0.86% (n = 310,000) | AID 488975;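 active = B-score over 3 SD under the library average, and starting fluorescence ratio not unusually high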;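 note: choline stimulus applied at its EC90 after an EC20 pre-addition; B-score computed on integrated fluorescence ratio after choline addition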
Target sequence (Q9GZV3 whole entry, looked up): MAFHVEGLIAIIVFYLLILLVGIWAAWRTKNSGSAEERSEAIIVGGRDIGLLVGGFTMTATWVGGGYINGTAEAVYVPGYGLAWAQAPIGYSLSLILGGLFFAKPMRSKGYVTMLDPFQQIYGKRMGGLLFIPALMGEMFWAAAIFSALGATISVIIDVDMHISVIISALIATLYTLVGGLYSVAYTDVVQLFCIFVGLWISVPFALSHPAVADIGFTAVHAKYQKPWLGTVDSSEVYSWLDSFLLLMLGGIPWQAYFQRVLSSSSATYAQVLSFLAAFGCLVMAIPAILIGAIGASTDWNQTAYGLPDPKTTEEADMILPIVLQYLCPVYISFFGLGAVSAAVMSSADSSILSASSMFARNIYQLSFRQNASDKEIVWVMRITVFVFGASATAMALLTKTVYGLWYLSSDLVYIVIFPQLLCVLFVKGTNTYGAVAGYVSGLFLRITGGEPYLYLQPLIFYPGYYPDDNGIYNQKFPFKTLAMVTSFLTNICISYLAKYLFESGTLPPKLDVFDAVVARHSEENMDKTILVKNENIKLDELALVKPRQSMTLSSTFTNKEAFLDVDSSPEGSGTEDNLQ
CHT allo act: allosterically activates the human high affinity choline transporter; Q9GZV3; CHT-expressing cells, membrane potential dye, choline EC20; active compounds read high; LV-AA mutant CHT in HEK293 cells; B-score at 10 µM; actives 0.49% (n = 310,000);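 active = initial fluorescence not abnormally high and integrated response B-score, plate-corrected, over 3 SD above library mean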
STK33 kinase inh: blocks human STK33 kinase activity; Q9BYT3; purified STK33, MBP phosphorylation, ADP-Glo luminescence; inhibition, % at 10 µM; actives 0.073% (n = 320,000);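 active = inhibition at or above 25%, using the most active replicate where run in duplicate; inactive = inhibition below 25%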
Target sequence (Q9BYT3 whole entry, looked up): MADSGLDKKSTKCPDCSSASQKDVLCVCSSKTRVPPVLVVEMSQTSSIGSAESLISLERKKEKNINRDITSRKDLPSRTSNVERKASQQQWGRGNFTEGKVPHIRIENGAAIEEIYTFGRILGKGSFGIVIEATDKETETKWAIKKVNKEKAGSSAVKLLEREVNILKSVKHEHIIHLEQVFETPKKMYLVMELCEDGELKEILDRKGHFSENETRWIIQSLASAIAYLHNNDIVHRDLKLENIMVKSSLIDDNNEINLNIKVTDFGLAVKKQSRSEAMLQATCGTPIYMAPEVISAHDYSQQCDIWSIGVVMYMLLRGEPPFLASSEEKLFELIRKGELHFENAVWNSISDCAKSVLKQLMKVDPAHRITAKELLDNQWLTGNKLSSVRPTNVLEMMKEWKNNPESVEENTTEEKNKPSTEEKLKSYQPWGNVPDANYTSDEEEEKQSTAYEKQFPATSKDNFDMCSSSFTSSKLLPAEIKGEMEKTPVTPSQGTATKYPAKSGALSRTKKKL
Numbers without * were called inactive.

What do the screens show for `COC(=O)c1cccc(C23CC4(C2)[C@H](CN(CC2CCCCC2)[C@@H]4c2ccccc2)C3c2ccccc2)c1` (stereo not given in full)?
CHT inh: inactive; CHT allo act: inactive; STK33 kinase inh: -0.9

Results for CCCCC(=O)Nc1ccc2c3c(cccc13)C(=O)N2CC ?
CHT inh: inactive; CHT allo act: inactive; STK33 kinase inh: -1.3

Results for Cc1ccc(-n2c(-c3ccco3)nc3c(cnn3-c3ccc(C)cc3)c2=O)cc1 ?
CHT inh: inactive; CHT allo act: inactive; STK33 kinase inh: -0.6

How did COc1ccc(CCNC(=O)CCCOc2ccc(Cl)cc2)cc1OC do in these assays?
CHT inh: inactive; CHT allo act: inactive; STK33 kinase inh: -0.3

Results for CCOC(=O)C1CCCN(C(=O)c2cc3c(=O)n(C)c4ccccc4c3n2C)C1 (stereo not given) ?
CHT inh: inactive; CHT allo act: inactive; STK33 kinase inh: 1.4

How did CCOC(=O)CN(C(=O)CNC(=O)c1cccs1)C(C(=O)NC1CCCC1)c1cccnc1 (stereo not given) do in these assays?
CHT inh: inactive; CHT allo act: inactive; STK33 kinase inh: -0.6

What do the screens show for `C=C1CCN([C@@H](C)C(=O)NCc2ccc(OC)cc2)S(=O)(=O)c2ccccc21`?
CHT inh: inactive; CHT allo act: inactive; STK33 kinase inh: -2.1

Results for COC(=O)c1sccc1N/N=C/c1cccc(OC)c1O ?
CHT inh: inactive; CHT allo act: inactive; STK33 kinase inh: 1.1

Results for COc1ccc(NC(=O)C(CCSC)N2C(=O)c3ccccc3C2=O)cc1 (stereo not given) ?
CHT inh: inactive; CHT allo act: inactive; STK33 kinase inh: 0.6

What do the screens show for `COc1ccc(NC(=O)c2ccc3c(c2)N(C)CCS3)cc1`?
CHT inh: inactive; CHT allo act: inactive; STK33 kinase inh: -0.6

Results for O=C(/C=C/c1ccc(Cl)c(Cl)c1)N1CCc2ccccc21 ?
CHT inh: inactive; CHT allo act: inactive; STK33 kinase inh: -0.4

What do the screens show for `O=S(=O)(NC1CCCCC1N1CCC(O)CC1)c1ccccc1` (stereo not given)?
CHT inh: inactive; CHT allo act: inactive; STK33 kinase inh: 6.4

3 neighbouring records already listed, quoted:
What do the screens show for `COC(=O)c1cccc(C23CC4(C2)[C@H](CN(CC2CCCCC2)[C@@H]4c2ccccc2)C3c2ccccc2)c1` (stereo not given in full)?
CHT inh: inactive; CHT allo act: inactive; STK33 kinase inh: -0.9

Results for CCCCC(=O)Nc1ccc2c3c(cccc13)C(=O)N2CC ?
CHT inh: inactive; CHT allo act: inactive; STK33 kinase inh: -1.3

Results for Cc1ccc(-n2c(-c3ccco3)nc3c(cnn3-c3ccc(C)cc3)c2=O)cc1 ?
CHT inh: inactive; CHT allo act: inactive; STK33 kinase inh: -0.6

(next part)
What do the screens show for `C=CC[C@@H]1C=C(C)C[C@H](C)C[C@H](OC)[C@H]2O[C@@](O)(C(=O)C(=O)N3CCCC[C@H]3C(=O)O[C@H](/C(C)=C/[C@@H]3CC[C@@H](O)[C@H](OC)C3)[C@H](C)[C@@H](O)CC1=O)[C@H](C)C[C@@H]2OC`?
CHT inh: inactive; CHT allo act: inactive; STK33 kinase inh: -0.6

How did Cc1ccc2c(c1)C(=O)N(CCCCO)C2=O do in these assays?
CHT inh: inactive; CHT allo act: inactive; STK33 kinase inh: -0.4

How did Cc1oc(-c2ccccc2F)nc1CS(=O)(=O)CC(=O)NC(C)CCc1ccccc1 (stereo not given) do in these assays?
CHT inh: inactive; CHT allo act: inactive; STK33 kinase inh: 0.1

Results for COc1ccc(-c2csc3nc(-c4cccnc4)nc(Cl)c23)cc1OC ?
CHT inh: inactive; CHT allo act: inactive; STK33 kinase inh: 0.2

How did O=C1CCC(=O)N1c1cccc(OS(=O)(=O)c2ccccc2)c1 do in these assays?
CHT inh: inactive; CHT allo act: inactive; STK33 kinase inh: -2.1

Results for O=C(Cn1nnc2ccccc21)NCc1ccccc1 ?
CHT inh: inactive; CHT allo act: inactive; STK33 kinase inh: -2.0

Results for CCOc1ccccc1NC(=O)C(OC(=O)C1CC1)c1ccccc1 (stereo not given) ?
CHT inh: inactive; CHT allo act: inactive; STK33 kinase inh: -0.1

What do the screens show for `Cc1cccc(OCCNC(=O)c2cccc(Oc3ccc(C(F)(F)F)cc3[N+](=O)[O-])c2)c1`?
CHT inh: inactive; CHT allo act: inactive; STK33 kinase inh: -0.3

How did CC1(C)CC(=O)c2c(nn(-c3ccccc3)c2-c2ccncc2)C1 do in these assays?
CHT inh: inactive; CHT allo act: inactive; STK33 kinase inh: 0.2

What do the screens show for `CS(=O)(=O)N1CCN=C1SCc1ccc([N+](=O)[O-])cc1`?
CHT inh: inactive; CHT allo act: inactive; STK33 kinase inh: -0.1

How did CCOC(=O)c1nn(-c2ccc(C)cc2)cc1O do in these assays?
CHT inh: inactive; CHT allo act: inactive; STK33 kinase inh: -3.0

How did Cc1cccc(N2CCCC2=Nc2ccc(Br)cc2C#N)c1 do in these assays?
CHT inh: inactive; CHT allo act: inactive; STK33 kinase inh: 6.1

Quoted at random: 4 compounds from above.
How did Cc1ccc2c(c1)C(=O)N(CCCCO)C2=O do in these assays?
CHT inh: inactive; CHT allo act: inactive; STK33 kinase inh: -0.4

How did CC1(C)CC(=O)c2c(nn(-c3ccccc3)c2-c2ccncc2)C1 do in these assays?
CHT inh: inactive; CHT allo act: inactive; STK33 kinase inh: 0.2

How did Cc1oc(-c2ccccc2F)nc1CS(=O)(=O)CC(=O)NC(C)CCc1ccccc1 (stereo not given) do in these assays?
CHT inh: inactive; CHT allo act: inactive; STK33 kinase inh: 0.1

What do the screens show for `CS(=O)(=O)N1CCN=C1SCc1ccc([N+](=O)[O-])cc1`?
CHT inh: inactive; CHT allo act: inactive; STK33 kinase inh: -0.1

The listing picks up, starting 2 compounds before the break.
How did CCOC(=O)c1nn(-c2ccc(C)cc2)cc1O do in these assays?
CHT inh: inactive; CHT allo act: inactive; STK33 kinase inh: -3.0

How did Cc1cccc(N2CCCC2=Nc2ccc(Br)cc2C#N)c1 do in these assays?
CHT inh: inactive; CHT allo act: inactive; STK33 kinase inh: 6.1

How did Cc1ccc(S(=O)(=O)c2cc3ccc(O)cc3oc2=O)cc1C do in these assays?
CHT inh: inactive; CHT allo act: inactive; STK33 kinase inh: -1.6

Results for Cc1ccccc1-c1nnc(CN2CCC(C)CC2)o1 ?
CHT inh: inactive; CHT allo act: inactive; STK33 kinase inh: 0.9

Results for CCOc1ccc(NC(=O)CCCCn2c(=O)[nH]c3ccsc3c2=O)cc1 ?
CHT inh: inactive; CHT allo act: inactive; STK33 kinase inh: -2.2

How did CC1CCN(C(=O)CS(=O)(=O)Cc2ccccc2)CC1 do in these assays?
CHT inh: inactive; CHT allo act: inactive; STK33 kinase inh: -0.6

How did Cc1ccc(S(=O)(=O)NC(=O)NN2CC3CCCC3C2)cc1 (stereo not given) do in these assays?
CHT inh: inactive; CHT allo act: inactive; STK33 kinase inh: -0.2

Results for CCN1CCN(c2ccc(S(=O)(=O)N3CCOCC3)cc2NC(=O)/C=C/c2cccc(OC)c2OC)CC1 ?
CHT inh: inactive; CHT allo act: inactive; STK33 kinase inh: 0.2

What do the screens show for `O=C(CC(NC(=O)c1ccccc1Cl)c1ccccc1)NCCc1ccc(Cl)cc1` (stereo not given)?
CHT inh: inactive; CHT allo act: inactive; STK33 kinase inh: -0.9

What do the screens show for `COCCn1c(/C=C/c2ccccc2)nc2ccccc21`?
CHT inh: inactive; CHT allo act: inactive; STK33 kinase inh: 0.2

What do the screens show for `O=C(NCCCNC(=O)c1ccccc1F)c1ccco1`?
CHT inh: inactive; CHT allo act: inactive; STK33 kinase inh: 1.4

What do the screens show for `O=c1cc(-c2ccc(F)cc2F)[nH]c2ccccc12`?
CHT inh: inactive; CHT allo act: inactive; STK33 kinase inh: -1.4

How did CCOc1cc2sc(N3CCC(C(=O)NCCCN4CCCC4=O)CC3)nc2cc1Br do in these assays?
CHT inh: inactive; CHT allo act: inactive; STK33 kinase inh: -0.9

Results for CC1(c2nnc(Cc3ccccc3)o2)CC(c2ccncc2)=NO1 (stereo not given) ?
CHT inh: inactive; CHT allo act: inactive; STK33 kinase inh: -1.8

Results for O=C(NC(=S)Nc1nc2c(s1)CSc1ccccc1-2)c1ccccc1 ?
CHT inh: inactive; CHT allo act: inactive; STK33 kinase inh: -0.9

Results for CCOc1ccc(C(=O)N2CCN(Cc3ccccc3)CC2)cc1 ?
CHT inh: inactive; CHT allo act: inactive; STK33 kinase inh: -2.6

How did CC(CCc1ccccc1)NC(=O)CN1CCSc2ccccc21 (stereo not given) do in these assays?
CHT inh: inactive; CHT allo act: inactive; STK33 kinase inh: 6.3

How did Cc1ccc2nc(-c3ccc(NC(=O)CN(C)S(=O)(=O)c4ccccc4)cc3)sc2c1 do in these assays?
CHT inh: inactive; CHT allo act: inactive; STK33 kinase inh: -1.5

Results for Cc1ccc(S(=O)(=O)N2CCCOC2CNC(=O)C(=O)NCc2ccncc2)cc1 (stereo not given) ?
CHT inh: inactive; CHT allo act: inactive; STK33 kinase inh: 1.9

Results for COC(=O)c1cc(S(=O)(=O)NCC2CCN(Cc3ccc(C)cc3)CC2)c[nH]1 ?
CHT inh: inactive; CHT allo act: inactive; STK33 kinase inh: -0.4

What do the screens show for `S=c1[nH]ccn1-c1ccccc1Cl`?
CHT inh: inactive; CHT allo act: inactive; STK33 kinase inh: -0.2

How did Cc1ccc(/C=N/NC(=O)c2ccc(N(C)S(=O)(=O)c3ccccc3)cc2)cc1 do in these assays?
CHT inh: inactive; CHT allo act: inactive; STK33 kinase inh: -1.7

What do the screens show for `O=C(CC12CC3CC(CC(C3)C1)C2)NCc1ccccc1`?
CHT inh: inactive; CHT allo act: inactive; STK33 kinase inh: 0.2

How did CCOC(=O)c1c(NC(=O)C2C3C=CC(C3)C2C(=O)O)sc2c1CC(C)(C)OC2 (stereo not given) do in these assays?
CHT inh: inactive; CHT allo act: inactive; STK33 kinase inh: 0.7

What do the screens show for `C=CCn1c(SCC(=O)NC(=O)NCCC)nnc1C1CCCCC1`?
CHT inh: inactive; CHT allo act: inactive; STK33 kinase inh: -0.2

What do the screens show for `Cc1sc(NC(=O)c2ccco2)c(C(=O)c2ccc(Cl)cc2)c1C`?
CHT inh: inactive; CHT allo act: inactive; STK33 kinase inh: -0.3

What do the screens show for `Fc1ccccc1OCCCN1CCOCC1`?
CHT inh: inactive; CHT allo act: inactive; STK33 kinase inh: -0.7

What do the screens show for `COc1cc(CNc2ccc3[nH]c(=O)[nH]c3c2)ccc1OCc1ccc(F)cc1Cl`?
CHT inh: inactive; CHT allo act: inactive; STK33 kinase inh: -0.7

What do the screens show for `COCCSc1ccccc1C(=O)Nc1nnc(COC)s1`?
CHT inh: inactive; CHT allo act: inactive; STK33 kinase inh: -0.7

Results for CN(c1ccccc1)S(=O)(=O)c1cccc(NC(=O)CN2CCCc3ccccc32)c1 ?
CHT inh: inactive; CHT allo act: inactive; STK33 kinase inh: -0.2

How did Cn1c(SCC(=O)NNC(=O)Nc2ccc(Cl)cc2)nnc1-c1ccccc1 do in these assays?
CHT inh: inactive; CHT allo act: inactive; STK33 kinase inh: -1.6

What do the screens show for `O=C(Nc1ccc(F)cc1)C1CC(=O)n2c(nc3ccccc32)N1` (stereo not given)?
CHT inh: inactive; CHT allo act: inactive; STK33 kinase inh: -2.2

What do the screens show for `CC(C)(C)OC(=O)[C@H](Cc1ccccc1)NC(=O)c1[nH]cnc1C(=O)Nc1ccc(Cl)cc1`?
CHT inh: inactive; CHT allo act: inactive; STK33 kinase inh: 0.0

What do the screens show for `COc1ccc(-n2c(CCC(=O)O)ccc2-c2ccc(F)cc2)c(OC)c1`?
CHT inh: inactive; CHT allo act: inactive; STK33 kinase inh: -3.3

How did O=C(C1CCN(S(=O)(=O)c2ccc(Cl)cc2)CC1)N1CCCCCCC1 do in these assays?
CHT inh: inactive; CHT allo act: inactive; STK33 kinase inh: 0.3

What do the screens show for `c1ccc(CCCNc2ncccn2)cc1`?
CHT inh: inactive; CHT allo act: inactive; STK33 kinase inh: -0.8

How did O=C(NCC1(N2CCOCC2)CCCCC1)c1cccc(S(=O)(=O)N2CCc3ccccc3C2)c1 do in these assays?
CHT inh: inactive; CHT allo act: inactive; STK33 kinase inh: 0.1

How did Cc1ccc(-c2nc(C(=O)NCCCN(C)C)cc3c2[nH]c2ccccc23)cc1 do in these assays?
CHT inh: inactive; CHT allo act: inactive; STK33 kinase inh: 3.4

Results for COCCN(C(=O)c1cccc(N2C(=O)CCC2=O)c1)c1nc(-c2ccc([N+](=O)[O-])cc2)cs1 ?
CHT inh: inactive; CHT allo act: inactive

How did Cc1nc(S(=O)(=O)c2ccc(Br)cc2)nc2c1CCC2 do in these assays?
CHT inh: inactive; CHT allo act: inactive; STK33 kinase inh: -2.3

What do the screens show for `O=C(N(Cc1ccccc1)c1ccccn1)C12CC3CC(CC(C3)C1)C2`?
CHT inh: inactive; CHT allo act: inactive; STK33 kinase inh: -1.8

Results for COc1ccc(CSc2nnc3[nH]c(=O)cc(N)n23)cc1 ?
CHT inh: inactive; CHT allo act: inactive; STK33 kinase inh: 0.0

What do the screens show for `COc1cccc(C2CC(c3cccs3)=NN2C(=O)c2ccco2)c1O` (stereo not given)?
CHT inh: inactive; CHT allo act: inactive; STK33 kinase inh: -0.1

Results for CCOC(=O)c1sc(NC(=O)CSc2nccc(C)n2)nc1C ?
CHT inh: inactive; CHT allo act: inactive

Results for O=C(Nc1ccccc1N1CCOCC1)c1cc(-c2ccncc2)nc2ccccc12 ?
CHT inh: inactive; CHT allo act: inactive; STK33 kinase inh: 0.7

Results for COC(=O)c1ccc(OC(=O)c2ccc(OC)c(OC)c2)c(OC)c1 ?
CHT inh: inactive; CHT allo act: inactive; STK33 kinase inh: -0.6

What do the screens show for `Cc1cccc(N2CCN(C(=O)Cc3ccccc3[N+](=O)[O-])CC2)c1C`?
CHT inh: inactive; CHT allo act: inactive; STK33 kinase inh: -0.9
